Mm-Cpn inhibitor: M. maripaludis TRiC chaperonin inhibition; actives 0.031% (n = 330,000); purified Mm-Cpn ATPase, ADP Transcreener TR-FRET; Potency, µM (titrated, usually from 76.9 µM), for inactives: at the top dose activity, negative = inhibition, hits mostly inhibitors; AID 504842; note: potency is the fitted concentration of half-maximal effect; % is set by controls: 0 for no effect and ±100 for the full control effect; nearly all actives have a fitted effect of over 80% in size
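Measured: ADP formation by purified Mm-CPN. Conditions: 25 nM protein, 10 uM ATP, Tris pH 7.4 with Mg2+, K+ and DTT, 37°C for 30 min. Detection: Transcreener HTRF after 30 min at room temperature.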
WRN helicase inh: WRN helicase (human) inhibition | Q14191 | WRN helicase unwinding, fluorescent forked duplex, kinetic | Potency, µM (top dose mostly 114 µM), for the others: top-dose activity change, negative = inhibition, usual class: inhibitors | actives 0.46% (n = 360,000) | AID 651768; note: potency is the fitted concentration of half-maximal effect; % is set by controls: 0 for no effect and ±100 for the full control effect; nearly all actives have a fitted effect of over 55% in size
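WRN at 20 nM final preincubated with compound 15 min at room temperature; reaction started with 100 nM fluorophore/quencher forked duplex oligonucleotide and 2 mM ATP final. Unwinding followed kinetically by red fluorescence (ex 525, em 598 nm).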
CCT modulator: changes cytosolic chaperonin activity. purified chaperonin ATPase assay, HTRF ADP detection, 30 min. actives 0.3% (n = 360,000). activity change, % (no concentration beside the values), hits read low; in the data active = activity change below about -30%; note: % is set by controls: 0 for no effect and ±100 for the full control effect
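TRiC (40 or 20 nM final, by batch activity) in 30 mM Tris pH 7.4, 100 mM KCl, 5 mM MgCl2, 1 mM DTT was treated with compound at 76 uM single dose, then 10 uM ATP, 30 min at 37 °C. ADP was read by HTRF Transcreener.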
EPAC1 antagonist: antagonists of human EPAC1; O95398; Potency, µM (doses to about 115 µM), without a hit: at the top dose activity change, negative = inhibition, actives largely listed as inhibitors; actives 0.14% (n = 360,000); EPAC1 GEF assay, Rap1b-BODIPY-GDP exchange fluorescence; AID 720709;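 note: potency is the fitted concentration of half-maximal effect; plate controls were vehicle for no effect and positive control for full effect; nearly all actives have a fitted effect of over 50% in size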
PI5P4K alpha inh: PI5P4K alpha (human) kinase inhibition; PI5P4Kalpha enzyme, ADP-Glo luminescence, 60 min; active compounds read low; actives 1.2% (n = 330,000); max response, %; AID 652105; P48426; active = max response of -50% or lower; inconclusive = between -30% and -50%; inactive = -30% or higher; note: value at the top dose of about 77 µM; % is set by controls: 0 for no effect and ±100 for the full control effect
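Enzyme plus substrate dispensed, test compounds pinned in, then ATP (5 microM final) added. After 60 min at RT, ADP-Glo reagent 1 for 45 min and reagent 2 for 30 min preceded luminescence imaging.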
EPAC2 antagonist: blocks human EPAC2 exchange factor; Q8WZA2; EPAC2 GEF exchange of Rap1B-BODIPY-GDP, fluorescence; Potency, µM (titrated, usually from 114 µM), for inactives: at the top dose activity, negative = inhibition, most hits filed as inhibitors; actives 0.18% (n = 360,000); AID 720708; note: potency is the fitted concentration of half-maximal effect; % is set by controls: 0 for no effect and ±100 for the full control effect; nearly all actives have a fitted effect of over 45% in size; many of its hits are not listed in these tables
EPAC1 agonist: agonists of human EPAC1. O95398. EPAC1 agonist qHTS, biochemical assay; response scale: 100% = response to 6.5 mM cAMP. Potency, µM (doses to about 154 µM), without a hit: at the top dose activation, hits mostly activators. actives 0.073% (n = 360,000). AID 720707; note: potency is the fitted concentration of half-maximal effect; nearly all actives have a fitted effect of over 60% in size
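Nucleotide exchange by EPAC1 (100 nM) on Rap1B–BODIPY-GDP (250 nM) in the presence of 50 uM GDP is tracked fluorescently at 480/540 nm over 30 min. Signals are normalized to a 6.5 mM cAMP control.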
PLK1 PBD inh: inhibitors of human PLK1 polo-box domain binding | P53350 | Plk1 PBD binding of FITC phosphopeptide, fluorescence polarization | Potency, µM, inactives show max response, negative = inhibition, usual class: inhibitors | actives 2.8% (n = 360,000) | AID 720504; note: potency is the fitted concentration of half-maximal effect; series mostly up to about 57 µM; % is set by controls: 0 for no effect and ±100 for the full control effect; nearly all actives have a fitted effect of over 65% in size
Numbers without * were called inactive; ? = inconclusive; . = not tested or not shown; [ ] = remark or other dose. Unless noted, calls come from the whole dose curve; as a rule, active = well fitted curve in the direction sought with a large enough effect; inconclusive = small, poorly fitted or top-dose-only effect, or another doubt; inactive = no such curve, though single readings can be large; an effect the other way counts as inactive or inconclusive. Not all compounds are listed. The share of hits here may be higher or lower than overall.

compound | Mm-Cpn inhibitor | WRN helicase inh | CCT modulator | EPAC1 antagonist | PI5P4K alpha inh | EPAC2 antagonist | EPAC1 agonist | PLK1 PBD inh
CCCN1CCC(NCc2cn(C)nc2-c2ccc(Oc3ccccc3)cc2)CC1 | 0% | -4% | -0.5 | ? | -2 | 0% | 3% | -12%
CN(C(=O)CCN1C(=O)/C(=C/c2ccccc2)SC1=S)C1CCS(=O)(=O)C1 (configuration not stated) | 5% | -4% | 2.9 | ? | 2 | 0% | 8% | 9%
O=C(Nc1ccccn1)c1ccc(NC(=O)c2ccco2)cc1 | 1% | -6% | 1.0 | 15% | 1 | 9% | -6% | -4%
CCN1CCN(c2cc(C)c3cc(NC(=O)CCC(=O)N4CCN(c5ccccc5)CC4)ccc3n2)CC1 | 1% | 4% | -2.2 | -15% | 7 | -2% | 5% | -11%
O=C(Nc1ccc(N2C(=O)c3cccc4cccc(c34)C2=O)cc1)c1ccc(N2CCCCC2)c([N+](=O)[O-])c1 | 1% | -32% | -3.8 | 4% | -5 | -10% | -4% | -11%
CCCCN(C)CCCNC(=O)c1cc(Nc2ccc(OC)c(OC)c2)nc2ccccc12 | 0% | -9% | -0.4 | -6% | -5 | 3% | -3% | 1%
CCOc1ccc(OCC)c(NC(=O)C2CCCN2S(=O)(=O)c2cccc3cccnc23)c1 (configuration not stated) | 0% | -8% | -3.1 | -13% | 4 | -9% | -13% | -6%
CCOC(=O)C1CCCN(C(=O)c2ccc(C)c(NC(=O)C3=C(C)OCCS3)c2)C1 (configuration not stated) | 0% | 0% | -66* | 7% | 4 | -9% | 3% | -5%
CCc1nc2ccc(C(=O)Nc3cc(-c4ccccc4)ccc3OC)cn2c1N(CCN(C)C)CC1CC1 | . | -1% | 0.6 | -9% | 1 | 1% | -1% | -5%
COc1cc(NC(=O)COc2ccccc2)c(OC)cc1NC(C)=O | 2% | -2% | 2.6 | -12% | -7 | -8% | 6% | -4%
O=C(C[n+]1cccc(NC(=O)c2ccccc2)c1)c1ccccc1 | -3% | -2% | 1.7 | 2% | -7 | -5% | 6% | -8%
COc1ccc(C(=O)Nc2ccc(Nc3ccccc3)cc2)cc1[N+](=O)[O-] | -2% | -7% | -0.5 | -13% | 2 | 3% | 15% | -11%
CCc1ccc2nc(Nc3nc(COC)cc(=O)[nH]3)nc(C)c2c1 | 1% | -9% | -1.2 | 9% | . | -1% | 4% | 3%
Cc1ccc(CN2CCC(CNC(=O)c3ccc(NC(=O)C4=CSCCO4)cc3)CC2)cc1 | -1% | -2% | -1.3 | 1% | 1 | 5% | 12% | 1%
O=C(O)c1cccc(NC(=O)c2cn(-c3ccccc3)nc2-c2cc3ccccc3o2)c1 | -3% | -24%[57.1 µM] | -1.5 | ? | -53* | ? | -11% | ?
CC(=O)c1cccc(NC(=O)c2ccc(NC(=O)CCS(=O)(=O)c3cccs3)cc2)c1 | -30% | 19% | 0.6 | 1% | -2 | 2% | 11% | -9%
Cc1nnsc1C(=O)NC(C)c1ccccc1 (configuration not stated) | -15% | -3% | -0.8 | 7% | 1 | 1% | 2% | -1%
CC1CN(C(=O)c2ccc(Cl)c(S(=O)(=O)NCc3ccco3)c2)CC(C)O1 (configuration not stated) | 0% | 4% | -0.3 | 5% | 8 | -4% | 6% | -8%
O=C(c1cccc(OC2CCN(Cc3ccc(F)cc3)CC2)c1)N1CCCC1 | -1% | -6% | -0.8 | 10% | 4 | 21% | 4% | 21µM*
CCOC(=O)c1cc(CC)sc1NC(=O)COC(=O)C1CCC1 | -1% | -5% | -0.7 | 12% | 9 | ? | 5% | -9%
O=C(Cn1nnc2ccccc21)NC1CCCCC1 | -1% | 1% | 0.0 | 7% | 0 | 15% | -7% | -1%
COC(=O)C1=CN(c2ccccc2OC)C(N)=C(C#N)C1c1cccc([N+](=O)[O-])c1 (configuration not stated) | . | -5% | . | 5% | 2 | -29% | 8% | -12%
O=C(/C=C/c1ccc2c(c1)OCO2)Nc1c(C(=O)O)[nH]c2ccccc12 | 1% | ? | -4.9 | 20% | ? | -9% | -7% | -12%
CS(=O)(=O)c1ccc(C(=O)Nc2ccccc2Cl)cc1 | -1% | -5% | -0.1 | -2% | 8 | -3% | 0% | 2%
CC(=O)Nc1ccccc1NC(=O)C/C(C)=N/NC(=O)C1CCCCC1 | 1% | 1% | -1.3 | 6% | 0 | 15% | 5% | -9%

Quoted from the listing:
`CCc1ccc2nc(Nc3nc(COC)cc(=O)[nH]3)nc(C)c2c1` | CCT modulator: -1.2
`CC(=O)c1cccc(NC(=O)c2ccc(NC(=O)CCS(=O)(=O)c3cccs3)cc2)c1` | WRN helicase inh: 19%

Gathered by group: the compounds so far containing sulfur (9)
compound | Mm-Cpn inhibitor | WRN helicase inh | CCT modulator | EPAC1 antagonist | PI5P4K alpha inh | EPAC2 antagonist | EPAC1 agonist | PLK1 PBD inh
CN(C(=O)CCN1C(=O)/C(=C/c2ccccc2)SC1=S)C1CCS(=O)(=O)C1 (configuration not stated) | 5% | -4% | 2.9 | ? | 2 | 0% | 8% | 9%
CCOc1ccc(OCC)c(NC(=O)C2CCCN2S(=O)(=O)c2cccc3cccnc23)c1 (configuration not stated) | 0% | -8% | -3.1 | -13% | 4 | -9% | -13% | -6%
CCOC(=O)C1CCCN(C(=O)c2ccc(C)c(NC(=O)C3=C(C)OCCS3)c2)C1 (configuration not stated) | 0% | 0% | -66* | 7% | 4 | -9% | 3% | -5%
Cc1ccc(CN2CCC(CNC(=O)c3ccc(NC(=O)C4=CSCCO4)cc3)CC2)cc1 | -1% | -2% | -1.3 | 1% | 1 | 5% | 12% | 1%
CC(=O)c1cccc(NC(=O)c2ccc(NC(=O)CCS(=O)(=O)c3cccs3)cc2)c1 | -30% | 19% | 0.6 | 1% | -2 | 2% | 11% | -9%
Cc1nnsc1C(=O)NC(C)c1ccccc1 (configuration not stated) | -15% | -3% | -0.8 | 7% | 1 | 1% | 2% | -1%
CC1CN(C(=O)c2ccc(Cl)c(S(=O)(=O)NCc3ccco3)c2)CC(C)O1 (configuration not stated) | 0% | 4% | -0.3 | 5% | 8 | -4% | 6% | -8%
CCOC(=O)c1cc(CC)sc1NC(=O)COC(=O)C1CCC1 | -1% | -5% | -0.7 | 12% | 9 | ? | 5% | -9%
CS(=O)(=O)c1ccc(C(=O)Nc2ccccc2Cl)cc1 | -1% | -5% | -0.1 | -2% | 8 | -3% | 0% | 2%

Screening data: PubChem BioAssay, National Center for Advancing Translational Sciences (NCATS)
